Compound activity as filed in PubChem.
A3A deaminase: inhibitors of human APOBEC3A DNA deaminase. P31941. recombinant A3A, FAM/TAMRA ssDNA deamination fluorescence. inhibition, % at 20 µM. 330,000 tested, 0.41% active;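 active = at least 40% inhibition at 20 µM here, with at most 30% in a related deaminase screen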;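 also: plate controls were A3A with DMSO for no effect and wells lacking A3A enzyme for full effect; some results filed as inactive read as strong as hits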
Target sequence (P31941 whole entry, looked up): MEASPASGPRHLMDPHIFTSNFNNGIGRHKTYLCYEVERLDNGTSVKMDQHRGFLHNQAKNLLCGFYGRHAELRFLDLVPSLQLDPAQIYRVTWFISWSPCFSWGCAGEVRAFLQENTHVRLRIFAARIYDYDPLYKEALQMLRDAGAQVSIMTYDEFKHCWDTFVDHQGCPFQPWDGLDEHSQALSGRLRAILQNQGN
hIAP block: blocks human intestinal alkaline phosphatase; P09923; purified IAP, CDP-Star luminescence, 30 min; inhibition, % at 10 µM; 330,000 tested, 0.12% active;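 active = inhibition reaching a set limit with compound at 10 µM in the primary screen, cut at about 35% in these data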;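 also: plate controls were DMSO wells with enzyme for no effect and no-enzyme buffer wells for full effect; values of inactives mirror those of a sister screen read the other way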
Target sequence (P09923 whole entry, looked up): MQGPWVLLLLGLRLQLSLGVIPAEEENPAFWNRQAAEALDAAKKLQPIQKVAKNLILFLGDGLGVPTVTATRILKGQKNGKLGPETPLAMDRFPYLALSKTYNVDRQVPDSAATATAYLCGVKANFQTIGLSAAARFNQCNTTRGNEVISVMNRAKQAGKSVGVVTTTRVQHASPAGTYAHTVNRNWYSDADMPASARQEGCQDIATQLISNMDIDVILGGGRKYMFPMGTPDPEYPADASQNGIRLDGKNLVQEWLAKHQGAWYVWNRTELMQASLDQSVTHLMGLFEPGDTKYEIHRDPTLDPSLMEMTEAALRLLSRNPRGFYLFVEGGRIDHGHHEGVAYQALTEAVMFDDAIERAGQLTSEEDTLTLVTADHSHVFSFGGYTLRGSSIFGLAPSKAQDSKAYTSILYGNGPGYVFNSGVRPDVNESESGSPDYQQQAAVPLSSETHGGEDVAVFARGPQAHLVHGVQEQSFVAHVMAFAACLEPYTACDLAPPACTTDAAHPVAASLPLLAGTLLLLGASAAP
mIAP inh: mouse IAP inhibition | purified mouse IAP, CDP-Star luminescence, 30 min | inhibition, % at 10 µM | 330,000 tested, 0.2% active | AID 2806;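 active = inhibition of at least 40% at 10 µM in the primary screen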;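 also: plate controls were DMSO with enzyme for no effect and no enzyme wells for full effect; values of inactives mirror those of a sister screen read the other way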
MIN6 prolif: MIN6 beta-cell proliferation induction. MIN6 cells proliferation, ATPlite luminescence, 48 h; cells starved in 0.2% serum; 100% = growth in 10% serum. 330,000 tested, 0.29% active. proliferation, % at 10 µM. AID 2380;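 active = compounds whose signal lies at least 3.5 SD above the mean of all wells on their plate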;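 also: 0% = DMSO-treated cells in low-serum medium and 100% = 10% serum control; some compounds called inactive have numbers as strong as hits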
NLRP3 yeast inh: NALP3 inhibition in yeast; inhibition, % at 10 µM; Yeast reconstituted NLRP3/ASC/caspase-1, beta-gal luminescence, 24 h; 330,000 tested, 0.39% active;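 active = inhibition of 50% or more; inactive = inhibition below 50%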;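 also: plate controls were induced DMSO wells for no effect and uninduced yeast grown without galactose for full effect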
hIAP act: increases human intestinal alkaline phosphatase activity; AID 2524; purified human IAP, CDP-Star luminescence, 30 min; hits give high values; 1 = vehicle-only enzyme, 0 = enzyme-free background; 330,000 tested, 0.16% active; activation factor at 10 µM; P09923;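 active = activation factor of the enzyme at least 2-fold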; also: the source names both 10 and 20 µM as test concentration; values of inactives mirror those of a sister screen read the other way
mIAP act: increases mouse intestinal alkaline phosphatase activity | 330,000 tested, 0.24% active | AID 2805 | activation factor at 10 µM | muIAP, CDP-Star luminescence, 30 min; hits give high values; 1 = vehicle-only enzyme signal, 0 = enzyme-free wells;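 active = activation factor of at least 2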; also: the source names both 10 and 20 µM as test concentration; values of inactives mirror those of a sister screen read the other way
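Assay system: mouse IAP enzyme; reagent: chemiluminescent substrate CDP-Star; dosing: test compounds delivered from DMSO solution; schedule: 30 min at room temperature; measured by: luminescence from enzymatic CDP-Star hydrolysis; controls: DMSO-only wells and no-enzyme negative control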
A3G deaminase: APOBEC3G (human) deaminase inhibition; Q9HC16; recombinant A3G, ssDNA deamination FAM/TAMRA fluorescence; inhibition, % at 20 µM; 330,000 tested, 0.28% active; AID 493012;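 active = inhibition of at least 40% at 20 µM, with no more than 30% in the related APOBEC3A deaminase screen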;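 also: plate controls were DMSO wells with A3G for no effect and wells lacking A3G enzyme for full effect; some compounds called inactive have numbers as strong as hits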
SENP1 FRET inh: SENP1 (human) catalytic domain inhibition. Q9P0U3. recombinant SENP1 catalytic domain, CyPet-SUMO1-YPet FRET cleavage. inhibition, % at 10 µM. 360,000 tested, 0.21% active. AID 624204;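 active = inhibition at least 30% at 10 µM, raw YFP signal under a set limit, fluorescence ratio 0.5 to 1.5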;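 also: 0% = enzyme with DMSO and 100% = no enzyme wells; some results filed as inactive read as strong as hits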
Target sequence (Q9P0U3 419-644 limits assumed): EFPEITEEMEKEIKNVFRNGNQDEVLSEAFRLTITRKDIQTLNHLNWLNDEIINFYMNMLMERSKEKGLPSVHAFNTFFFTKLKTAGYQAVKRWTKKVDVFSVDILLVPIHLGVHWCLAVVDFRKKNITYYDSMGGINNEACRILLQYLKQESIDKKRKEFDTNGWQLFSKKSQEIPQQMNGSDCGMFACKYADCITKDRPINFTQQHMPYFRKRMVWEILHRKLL
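Material – human SENP1 catalytic domain · Input – SENP1 enzyme, 20 pM final · Compound dosing – single concentration of 10 µM compound, 0.5% DMSO final · Timing – enzyme reaction for 50 min at room temperature, dark · Measured by – FRET fluorescence in CFP and YFP emission channels · Control set – no-enzyme wells low, DMSO-plus-enzyme wells high control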
Starred values were filed as active, the others as inactive. A portion of the library; count on the stated rates, not on these rows.

Each structure is followed by: A3A deaminase | hIAP block | mIAP inh | MIN6 prolif | NLRP3 yeast inh | hIAP act | mIAP act | A3G deaminase | SENP1 FRET inh
1	S=c1[nH]nc(C2CCCCC2)n1/N=C/c1ccc(Br)s1
    -4 | -18 | 5 | -2 | 5 | 1.2 | 0.95 | -4 | 0
2	Cc1ccc(NC(=O)COc2ccccc2)cc1Cl
    -1 | 25 | -9 | -2 | 39 | 0.75 | 1.1 | -9 | 0
3	CCOC(=O)c1cccc(-c2c(-c3ccccc3)ncc3cc(OC)c(OC)cc23)c1
    -3 | 7 | 17 | -7 | 37 | 0.93 | 0.83 | -9 | -2
4	Cc1ccc(-c2nc(COC(=O)c3c(C)noc3C)cs2)cc1
    0 | -40 | 2 | -6 | 19 | 1.4 | 0.98 | -3 | -1
5	CCCn1c(SCC(=O)Nc2cccc(S(=O)(=O)N3CCCC3)c2)n[nH]c1=O
    0 | -7 | -1 | 0 | -6 | 1.1 | 1 | -7 | 3
6	CC1CCCC(NC(=O)COC(=O)c2sc3ccccc3c2Cl)C1C (stereo not given)
    3 | 4 | 12 | 0 | 16 | 0.96 | 0.88 | 3 | 2
7	Nc1nnc(SCC(=O)NC2CCCCC2)n1-c1ccccc1
    2 | 11 | 0 | 4 | -3 | 0.89 | 1 | -4 | 1
8	O=C(COc1ccccc1)NCc1ccc2c(c1)OCO2
    -4 | 3 | -2 | -1 | 8 | 0.97 | 1 | -6 | 0
9	C[C@H]1CN([C@@H](C)CO)C(=O)Cc2cc(NC(=O)Cn3cnnn3)ccc2O[C@H]1CN(C)Cc1ccncc1
    -6 | 2 | 0 | -2 | -14 | 0.98 | 1 | -8 | 2
10	CCn1cc(CN2CCCC(C(=O)Nc3ccc(-c4nc5ccccc5[nH]4)cc3)C2)c(C)n1 (stereo not given)
    -1 | 5 | -4 | 1 | 4 | 0.95 | 1 | 20 | 0
11	COCCn1c(=NC(C)=O)sc2cc([N+](=O)[O-])ccc21
    -1 | 2 | 6 | -4 | 1 | 0.98 | 0.94 | -7 | -14
12	Cc1ccc(NC(=O)C2(c3ccccc3)CCCC2)nc1
    -1 | 8 | -3 | -2 | 20 | 0.93 | 1 | 0 | 3
13	COc1ccc(S(=O)(=O)Cc2ccc(C(=O)NC3CC3)o2)cc1
    -4 | 0 | 14 | 6 | 18 | 1 | 0.86 | -5 | -1
14	COc1cc(/C=N/NC(=O)Cc2ccc(Br)cc2)cc(OC)c1O
    6 | -2 | -12 | -3 | -17 | 1 | 1.1 | 1 | -9
15	O=S(=O)(c1ccc2ccccc2c1)N(CC1CO1)c1ccccc1 (stereo not given)
    1 | 6 | 1 | -6 | 7 | 0.94 | 0.99 | -2 | 1
16	CCOC(=O)N1CCC(NC(=O)CN2C(=O)CSc3ncccc32)CC1
    -3 | 12 | -2 | -3 | 21 | 0.88 | 1 | -6 | -5
17	CC(NC(=O)c1cccnc1)c1ccc2c(c1)OCO2 (stereo not given)
    2 | -2 | 5 | -4 | 6 | 1 | 0.95 | -1 | 1
18	CCCc1cc(C(N)=O)c(NC(=O)c2ccco2)s1
    2 | 2 | 6 | 3 | 7 | 0.98 | 0.94 | 0 | -4
19	O=C(CCn1nnc2ccccc21)Nc1nnc(-c2ccccc2F)s1
    -1 | -11 | -5 | -3 | 14 | 1.1 | 1.1 | -1 | -1
20	CCn1c(/C=C2\C(=O)N(C)c3ccccc32)nc2ccccc2c1=O
    1 | 3 | 3 | -2 | 14 | 0.97 | 0.97 | -2 | 1
21	CC(C)CCC1(C)NC(=O)N(CC(=O)c2ccc[nH]2)C1=O (stereo not given)
    8 | -19 | 6 | 1 | 24 | 1.2 | 0.94 | -3 | -17
22	O=C1CC(N2CCC(O)(c3ccc(Cl)cc3)CC2)C(=O)N1Cc1ccc(N2CCCC2=O)cc1 (stereo not given)
    2 | -6 | 0 | 1 | 13 | 1.1 | 1 | 3 | 3
23	Cc1sc(-n2cccc2)c(C(=O)O)c1C
    9 | -8 | 9 | -3 | -11 | 1.1 | 0.91 | 1 | -1
24	CCCC(=O)NNC(=O)c1ccoc1C
    2 | -2 | 4 | 0 | 9 | 1 | 0.96 | -12 | 3
25	O=C(CC1C(=O)NCCN1Cc1c(F)cccc1Cl)NCCc1ccccn1 (stereo not given)
    -2 | -22 | 3 | -3 | 13 | 1.2 | 0.97 | -8 | 0
26	CC(C)(C)C(=O)Nc1cc(C(F)(F)F)ccc1-n1ccnc1
    1 | 21 | 6 | -2 | 5 | 0.79 | 0.94 | -7 | 1
27	C=CCn1c(-c2cc(OC)cc(OC)c2)n[nH]c1=S
    -3 | -4 | -22 | -1 | 8 | 1 | 1.2 | 43* | 1
28	CC(CC(C)C(=O)N1CCOCCN(C(=O)C(C)CC(C)C(=O)O)CCOCC1)C(=O)O (stereo not given)
    1 | 3 | 9 | -3 | 13 | 0.97 | 0.91 | 1 | 0
29	O=C(Nc1cccc(F)c1)C1CCN(S(=O)(=O)c2cccc3nonc23)CC1
    1 | 12 | 6 | 0 | 12 | 0.88 | 0.94 | -5 | 3
30	Cc1cc(C(F)(F)F)c2c(C)nn(CCc3nn[nH]n3)c2n1
    -1 | -9 | 7 | -1 | 10 | 1.1 | 0.93 | -4 | 2
31	O=C(NC1CCCCCC1)c1ccc(S(=O)(=O)NCc2ccco2)cc1
    1 | 8 | 1 | -3 | 10 | 0.92 | 0.99 | -1 | 0
32	CCOc1ccc2oc(=O)cc(C)c2c1
    -5 | 13 | 5 | 2 | 11 | 0.87 | 0.95 | -6 | 2
33	CC(C)C(=O)Nc1sc2c(c1C#N)CCCCC2
    6 | 28 | 3 | -3 | -33 | 0.72 | 0.97 | 3 | -3
34	CS(=O)(=O)N(CCC(=O)O)Cc1ccccc1
    2 | 21 | 6 | 0 | 13 | 0.79 | 0.94 | 1 | 1
35	COc1cc(OC)c(C(=O)NC23CC4CC(CC(C4)C2)C3)cc1OC
    -5 | -5 | 0 | -3 | 12 | 1.1 | 1 | -5 | 1
36	CCCOc1ccc(Br)cc1/C=N/O
    3 | -11 | -7 | -3 | 38 | 1.1 | 1.1 | 1 | 2
37	CC(C)(C)c1cc(C(=O)NCc2ccco2)ccn1
    -1 | -3 | 5 | -2 | -2 | 1 | 0.95 | -7 | 0
38	Cc1ccc(-c2nn(-c3ccccc3)cc2/C=C2\SC(=S)N(CCCCCC(=O)O)C2=O)o1
    7 | 12 | 15 | -7 | 22 | 0.88 | 0.85 | 5 | -17
39	CCOC(=O)C(C)OC(=O)C1=C(C)NC(=O)NC1c1ccc2c(c1)OCO2 (stereo not given)
    3 | 15 | -6 | 0 | 24 | 0.85 | 1.1 | -8 | 3
40	CCN(CC)c1ccc(NC(=O)C2CCCC2)cc1
    -4 | 4 | 7 | -4 | 19 | 0.96 | 0.93 | -7 | -2
41	CS(=O)(=O)c1nc(S(=O)(=O)c2ccc(Cl)cc2)c(N2CCCCCC2)s1
    -2 | -11 | 8 | 4 | 7 | 1.1 | 0.92 | -8 | 1
42	C[C@H](NC(=O)c1ccco1)C(=O)NCCc1ccc(S(N)(=O)=O)cc1
    7 | -7 | 4 | -3 | 3 | 1.1 | 0.96 | 1 | 4
43	Cc1cc(C)c2c(-n3cccc3)c(C(=O)O)sc2n1
    1 | -18 | -6 | 1 | -1 | 1.2 | 1.1 | 3 | -1
44	Cc1ccccc1C1(CCN2CCCCC2)CCOC(C)(C)C1 (stereo not given)
    2 | -10 | -4 | -1 | 8 | 1.1 | 1 | -8 | 0
45	CCOc1cc(N2CCOCC2)c(OCC)cc1NC(=O)c1ccco1
    4 | 0 | -3 | -2 | 19 | 1 | 1 | -4 | 6
46	COc1ccccc1NC(=O)c1ccc(NC(=O)CN2CCCCC2)cc1
    -3 | 16 | -4 | 3 | 24 | 0.84 | 1 | -6 | 3
47	COCCCn1c2nc3ccccc3nc2c2c(=O)n(CC3CCCO3)cnc21 (stereo not given)
    7 | -7 | -7 | 2 | 2 | 1.1 | 1.1 | 2 | -18
48	CCOc1ccc(S(=O)(=O)n2cnc3cc(C)c(C)cc32)cc1
    -6 | 1 | 8 | -4 | 16 | 0.99 | 0.92 | -7 | 1
49	Cc1ccc2c(c1)NC(=O)C(CC(=O)NCCCN1CCCC1)O2 (stereo not given)
    -2 | -20 | -10 | -3 | 6 | 1.2 | 1.1 | -14 | -8
50	Oc1cc(NCc2ccc(F)cc2)cc2cccnc12
    -4 | 13 | -2 | -4 | 13 | 0.87 | 1 | -8 | -2
51	COc1ccc(CCCC(=O)O)c(C)c1
    -4 | -2 | 3 | 1 | 3 | 1 | 0.97 | -2 | 3
52	Cc1ccc(NC(=O)C2CCCN(S(=O)(=O)c3cccc4nonc34)C2)cc1 (stereo not given)
    -4 | -3 | 6 | 2 | 9 | 1 | 0.94 | -8 | 5
53	Cc1ccc2nc(-c3cccc(NS(C)(=O)=O)c3)cc(-c3ccccc3)c2c1
    0 | -7 | 16 | -5 | 2 | 1.1 | 0.84 | -2 | -1
54	COc1ccc(N2CC(C(=O)Nc3nc4ccc(F)cc4s3)CC2=O)c(OC)c1 (stereo not given)
    4 | 9 | 2 | 2 | -4 | 0.91 | 0.98 | -3 | -1

7 successive compounds from above, quoted:
Each structure is followed by: A3A deaminase | hIAP block | mIAP inh | MIN6 prolif | NLRP3 yeast inh | hIAP act | mIAP act | A3G deaminase | SENP1 FRET inh
31	O=C(NC1CCCCCC1)c1ccc(S(=O)(=O)NCc2ccco2)cc1
    1 | 8 | 1 | -3 | 10 | 0.92 | 0.99 | -1 | 0
32	CCOc1ccc2oc(=O)cc(C)c2c1
    -5 | 13 | 5 | 2 | 11 | 0.87 | 0.95 | -6 | 2
33	CC(C)C(=O)Nc1sc2c(c1C#N)CCCCC2
    6 | 28 | 3 | -3 | -33 | 0.72 | 0.97 | 3 | -3
34	CS(=O)(=O)N(CCC(=O)O)Cc1ccccc1
    2 | 21 | 6 | 0 | 13 | 0.79 | 0.94 | 1 | 1
35	COc1cc(OC)c(C(=O)NC23CC4CC(CC(C4)C2)C3)cc1OC
    -5 | -5 | 0 | -3 | 12 | 1.1 | 1 | -5 | 1
36	CCCOc1ccc(Br)cc1/C=N/O
    3 | -11 | -7 | -3 | 38 | 1.1 | 1.1 | 1 | 2
37	CC(C)(C)c1cc(C(=O)NCc2ccco2)ccn1
    -1 | -3 | 5 | -2 | -2 | 1 | 0.95 | -7 | 0

A3G deaminase, entries above that show a hit.
| # | SMILES | A3A deaminase | hIAP block | mIAP inh | NLRP3 yeast inh | hIAP act | mIAP act | A3G deaminase | SENP1 FRET inh |
| --- | --- | --- | --- | --- | --- | --- | --- | --- | --- |
| 27 | C=CCn1c(-c2cc(OC)cc(OC)c2)n[nH]c1=S | -3 | -4 | -22 | 8 | 1 | 1.2 | 43* | 1 |
